Screening data from PubChem BioAssay.
SW480 rereplic: DNA re-replication induction in SW480 cells; 340,000 compounds, 1.8% hits; SW480 DNA re-replication, Hoechst DNA content imaging, 48 h; AID 624297; Potency, µM (titrated, usually from 46.1 µM), for inactives: at the top dose re-replication activation, usual class: activators; also: potency is read from the fitted curve at half-maximal effect; % of control where 0% means no effect; nearly all actives have a fitted effect of over 55% in size
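Per well, 250 cells were exposed to pinned compound for 48 hr. Nuclear DNA was visualised with Hoechst (40 min, 37 C) and total object intensity recorded by fluorescence scanning.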
KB-V1 cytotox: KB-V1 MDR subline cytotoxicity | KB-V1 MDR cells viability, CellTiter-Glo, 72 h | Potency, µM (doses to about 46.1 µM), inactives show at the highest dose activity change, negative = cytotoxicity, hits mostly cytotoxic | 400,000 compounds, 3.4% hits; also: potency is read from the fitted curve at half-maximal effect; % is scaled to controls: 0 for no effect and ±100 for the full control effect; nearly all actives have a fitted effect of over 60% in size
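Potencies derive from concentration-effect curves fitted to normalized luminescence (CellTiter-Glo) of KB-V1 cells treated for 72 h at 37 degrees C in phenol-red-free DMEM containing 10% FBS.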
HT1080 IDH1KD tx: toxicity to HT-1080 IDH1 knockdown cells (counter line). HT-1080 IDH1 knockdown viability, ATP luminescence, 48 h. Potency, µM (titrated, usually from 46.1 µM), inactives show at the top dose activity, negative = toxicity, most hits filed as cytotoxic. 360,000 compounds, 2% hits;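 also: potency is read from the fitted curve at half-maximal effect; 0% = DMSO wells and -100% = cell-free medium wells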
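Knockdown cells (IDH1KD HT-1080) received compounds 2 h after plating at 750 cells/well and were kept 48 h at 37 °C in 5% FBS RPMI. A CellTiter-Glo luminescence read gave % activity for curve fitting.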
MCF10A rerep: DNA re-replication induction in MCF 10a cells | MCF 10A DNA re-replication, Hoechst nuclear intensity, 48 h | Potency, µM (series often up to 46.1 µM), for the others: at the highest dose activity, positive = re-replication, hits mostly activators | 350,000 compounds, 2.9% hits | AID 624296; also: potency is read from the fitted curve at half-maximal effect; % of control where 0% means no effect; nearly all actives have a fitted effect of over 50% in size
HT1080-NT tox: kills 2HG-producing HT-1080-NT fibrosarcoma cells. HT-1080-NT fibrosarcoma viability, CellTiter-Glo ATP luminescence, 48 h. Potency, µM (series often up to 46.1 µM), for the others: at the highest dose activity, negative = less viability, most hits filed as cytotoxic. 360,000 compounds, 1.6% hits. AID 686970;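 also: NT is the 2HG producing partner of a matched IDH1 knockdown line; potency is read from the fitted curve at half-maximal effect; 0% = DMSO-treated cells and -100% = media-only wells without cells; nearly all actives have a fitted effect of over 55% in size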
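Viability by CellTiter-Glo luminescence after 48 h compound exposure at 37C of HT-1080-NT cells (750/well, RPMI, 5% FBS). % activity scaled between DMSO wells and medium-only wells, then curve-fitted and categorized by curve class.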
KB-3-1 cytotox: kills parental KB-3-1 adenocarcinoma cells; KB-3-1 viability, CellTiter-Glo ATP luminescence, 72 h; Potency, µM (series often up to 46.1 µM), for inactives: at the highest dose activity change, negative = cytotoxic, hits mostly cytotoxic; 400,000 compounds, 1.4% hits; also: potency is read from the fitted curve at half-maximal effect; % is scaled to controls: 0 for no effect and ±100 for the full control effect; nearly all actives have a fitted effect of over 60% in size
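Parental KB-3-1 viability, qHTS format: 72 h compound exposure, 37 °C; CellTiter-Glo; media-only wells and DMSO plates as controls; concentration-effect fits on corrected data.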
D3 ag: activates the human D3 dopamine receptor | D3R DiscoveRx beta-arrestin cells, luminescence, 90 min | max activation, % | P35462 | 410,000 compounds, 0.58% hits; in the data active = max activation above about 30%; also: 0% is about no effect; mostly tested at two doses, the higher about 12 µM
Target sequence (P35462 whole entry, looked up): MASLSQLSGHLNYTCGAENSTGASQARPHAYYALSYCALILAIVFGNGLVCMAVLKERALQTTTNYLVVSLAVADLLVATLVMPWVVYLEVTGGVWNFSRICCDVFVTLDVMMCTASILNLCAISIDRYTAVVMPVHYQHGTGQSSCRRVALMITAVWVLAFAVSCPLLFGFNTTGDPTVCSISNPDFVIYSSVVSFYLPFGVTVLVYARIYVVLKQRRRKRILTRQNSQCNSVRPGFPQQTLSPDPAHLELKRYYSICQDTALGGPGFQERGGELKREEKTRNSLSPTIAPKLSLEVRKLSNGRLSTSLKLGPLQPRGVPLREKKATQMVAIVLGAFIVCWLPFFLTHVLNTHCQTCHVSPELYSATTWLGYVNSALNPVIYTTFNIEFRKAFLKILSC
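Cells at 1500/well, incubated overnight, then treated with pinned compounds (dopamine as control) for 90 min at 37 degrees C. DiscoveRx reagent added for 30 - 60 minutes at room temperature; luminescence read.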
IL1B secr inh: inflammasome signaling inhibition, IL-1 beta readout | activity change, % at 57.5 µM | 360,000 compounds, 4.7% hits | THP-1 LPS/ATP IL-1B secretion, AlphaLISA, 16 h; active compounds read low; in the data active = activity change below about -50%; inconclusive = mostly about -30% to -49%; also: % is scaled to controls: 0 for no effect and ±100 for the full control effect
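THP-1 cells pretreated 1 hr with compounds (up to 57.5 uM final), then stimulated with LPS (250 ng/mL final) plus ATP (1.25 mM final); secreted IL-1B measured by AlphaLISA after 16 hr, decreased signal indicating inhibition.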
GLP1R cytotox: cytotoxicity counter-screen for GLP-1 receptor inverse agonists; 410,000 compounds, 0.13% hits; Potency, µM (titrated, usually from 38.3 µM), for the others: at the top dose activity change, negative = inhibition, actives largely listed as inhibitors; HEK293 cAMP-luciferase reporter cells, luminescence, 24 h; AID 624418;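 also: loss of luciferase light is scored as toxicity; potency is read from the fitted curve at half-maximal effect; % is scaled to controls: 0 for no effect and ±100 for the full control effect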
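Quantitative HTS format, 1536 wells, 200 cells/uL seeded. Compounds: 23 nL, 24 h, 37 °C. Detection: luciferase reagent, luminescence at 12 min RT; decreased signal taken as cytotoxic.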
Active calls of the source: *; ? = inconclusive; nt = not tested or not shown; [ ] = remark or other dose. Unless noted, calls follow the shape of the dose curve; as a rule, active = well fitted curve in the direction sought with a large enough effect; inconclusive = small, poorly fitted or top-dose-only effect, or another doubt; inactive = no such curve, though single readings can be large; an effect the other way counts as inactive or inconclusive. Rows were taken by chance. About 11% of those tested had a hit in this group.

SMILES	SW480 rereplic	KB-V1 cytotox	HT1080 IDH1KD tx	MCF10A rerep	HT1080-NT tox	KB-3-1 cytotox	D3 ag	IL1B secr inh	GLP1R cytotox
N#Cc1ccccc1NC(=O)CSc1nnc(-c2ccncc2)o1	-25%	1%	9%	-2%	12%	1%	-14	0	11%
CCOc1ccccc1C(=O)N1CCOCC1	0%	-2%	0%	1%	-4%	7%	1	8	69%[activator]
O=[N+]([O-])C1C(c2ccccc2)=NOC1c1ccccc1O (stereo not drawn)	-1%	10%	0%	5%	0%	-4%	-5	16	6%
CCN(CC)CCOc1ccc2c(c1)C(=NNC(=O)c1ccccn1)c1cc(OCCN(CC)CC)ccc1-2	5%	-1%	-21%	-12%	-24%	15µM*	-1	-56*	?
O=C(NCc1ccccc1)c1onc(CSc2ccccc2)c1C(=O)NCc1ccccc1	-2%	-10%	5%	-6%	2%	0%	-6	-16	0%
O=C(COC(=O)[C@@H]1CC(O)CN1S(=O)(=O)c1ccc(Cl)c(Cl)c1)NC(=O)NCc1ccccc1 (stereo partly drawn)	-3%	-1%	2%	4%	-1%	6%	-1	-11	?
COc1ccc(Cl)cc1NC(=S)N(CCN1CCOCC1)C1CCN(C(C)=O)CC1	-5%	-6%	0%	0%	15%	7%	2	5	0%
O=C(O)c1cn(-c2ccc(F)c(F)c2)c2c(F)c(F)c(F)c(F)c2c1=O	4%	-3%	?	-1%	-11%	?	6	-96*	-24%
COCCCN1C(=O)C(O)=C(C(C)=O)C1c1ccccn1 (stereo not drawn)	-10%	18%	11%	13%	18%	8%	3	54	8%
COc1ccc(CCNC(=O)CCCOc2cc(=O)n(C)c3ccccc23)cc1OC	4%	-5%	9%	-1%	22%	-3%	-4	0	?
N/C(=N\OC(=O)COc1ccc2ccccc2c1Br)c1ccccn1	-14%	-11%	9%	6%	-1%	3%	0	-8	8%
O=C1C(=Cc2cccn2-c2ccccc2)C(=O)c2ccccc21	18µM*	-3%	0%	9%	2%	15%	2	11	1%[1.53 µM]
COC(=O)c1ccc(Cl)c(NC(=O)c2cccc([N+](=O)[O-])c2C)c1	6%	-6%	-11%	1%	-7%	0%	-12	-2	-16%
N#C/C(C(=O)N1CCOCC1)=c1/s/c(=C\c2ccccn2)c(=O)n1-c1ccccc1	-5%	-24%	-1%	1%	9%	2%	7	4	1%
CCOC(=O)N1CCN(Cc2nc(N)nc(Nc3ccc(Oc4ccccc4)cc3)n2)CC1	0%	13µM*	?	?	16µM*	0%	-9	-27	?
Cc1ccc(NC(=O)c2ccc3ccccc3n2)cc1S(=O)(=O)N1CCOCC1	-3%	?	-20%	-27%	-18%	-11%	5	41	-15%
Cc1cc(=O)oc2c(N)c(O)ccc12	-2%	-9%	-1%	0%	9%	-3%	-3	9	3%
CC(C)OCCCn1c(SC(C)C(=O)NC2CC2)nc2ccccc2c1=O (stereo not drawn)	-6%	?	-1%	3%	0%	10%	0	-9	28%
CCOC(=O)C1CCN(c2ncnc3c2oc2ccc(Br)cc23)CC1	?	21µM*	-16%	21µM*	-16%	?	6	33	13%
Cc1cccc(OCCCCN2CCNCC2)c1	-7%	7%	-1%	14%	-3%	1%	-5	-2	-14%
CNC(=S)N1CCN(c2nc(-c3ccc(Cl)cc3)cs2)CC1	-4%	4%	-13%	4%	-12%	-18%	-20	-57*	-8%
CCn1c(CN2CCOCC2)nnc1SCC(=O)Nc1ccccc1Cl	5%	-2%	10%	-4%	15%	0%	-4	4	-26%
CN1CCN(C(=O)c2ccc(C3SCC(=O)N3Cc3ccco3)cc2)CC1 (stereo not drawn)	-5%	-15%	-3%	-1%	1%	-10%	1	0	-3%
CC(C)CC(=O)Nc1cccc2c1C(=O)N(c1ccccc1)C2=O	-4%	-8%	1%	1%	5%	6%	6	12	4%
O=C(Nc1c(S(=O)(=O)c2ccc(Cl)cc2)csc1Br)c1ccccc1Cl	-65%[inhibitor]	-21%	-4%	0%	1%	-15%	4	-30	1%
Later entries
SMILES	SW480 rereplic	KB-V1 cytotox	HT1080 IDH1KD tx	MCF10A rerep	HT1080-NT tox	KB-3-1 cytotox	D3 ag	IL1B secr inh	GLP1R cytotox
COc1ccc(-c2nc(-c3ccccc3)c(-c3cc([N+](=O)[O-])ccc3C)[nH]2)cc1O	-4%	?	?	?	?	?	0	-1	?
CC(C)Oc1cccc(C(=O)C2CCCN(C(=O)c3ccc4c(c3)OCO4)C2)c1 (stereo not drawn)	-22%	3%	-1%	8%	3%	12%	13	3	-27%
CN(C)S(=O)(=O)c1ccc(C(=O)Oc2cc(=O)[nH]c3ccccc23)cc1	4%	3%	-3%	6.5µM*	-15%	1%	3	35	-16%
CC(C)(C)OC(=O)N1CCC[C@H]1C(=O)N1CCC[C@H]1C(=O)NCc1ccncc1	nt	2%	20%	nt	14%	?	-3	0	0%
COC(=O)c1ccc(SCc2cnc(Cl)s2)cc1	2%	-5%	12%	-4%	-1%	1%	25	6	-2%
CN(Cc1ccccc1)S(=O)(=O)c1ccccc1[N+](=O)[O-]	-2%	-18%	4%	4%	7%	-13%	1	-6	-2%
COC(=O)[C@@]12C[C@@H](CC(=O)N3CCCCC3)C(=O)N(Cc3ccco3)C1=CCC(C)(C)C2	nt	?	4%	nt	11%	-3%	-7	-2	-3%
Cc1cc([N+](=O)[O-])nn1CCCC(=O)Nc1cc(Cl)ccc1Cl	-2%	-1%	12%	1%	8%	24%	13	-15	1%
COC(=O)COc1ccc(S(=O)(=O)N2CCc3ccccc3C2)cc1C	2%	5%	3%	-10%	16%	-10%	-7	19	-2%
CCCNc1[nH]c(=O)n(C)c(=O)c1N=O	1%	0%	7%	6%	13%	23%	1	9	9%
COc1cc(C)c(CN2CCN(C(=O)CCC(=O)c3ccc(C)s3)CC2)cc1OC	nt	-27%	-7%	nt	0%	-14%	0	-4	2%
Cc1cccc(NC(=O)CSc2nnc(CNC(=O)c3c(F)cccc3Cl)o2)c1C	nt	?	nt	nt	nt	15%	7	nt	2%
Cc1ccccc1N(C(=O)CCC(=O)Nc1ccccn1)C(C(=O)NC(C)C)c1ccc(O)cc1 (stereo not drawn)	-3%	0%	6%	-7%	1%	-2%	0	-6	-8%
Cc1ccc(S(=O)(=O)c2c(N)n(/N=C/c3ccco3)c3nc4ccccc4nc23)cc1C	?	-2%	-4%	?	-2%	-19%	5	-53*	15%
O=C(O)CC1(C(=O)O)CCCC1	-1%	-12%	-2%	7%	0%	1%	-2	-11	-10%
COc1ccccc1N1CCN(C(=O)c2noc(C(C)C)c2[N+](=O)[O-])CC1	29%	17%	7%	5%	2%	10%	2	-5	-4%
COc1ccc(-c2cnc(C(O)c3ccc(OC)c(F)c3)[nH]2)cc1 (stereo not drawn)	nt	1%	27%	nt	5%	0%	4	15	-7%
CCOc1ccc2nc(N(CCN(C)C)C(=O)c3ccc4ccccc4c3)sc2c1	-6%	0%	-1%	7%	4%	10%	-7	?	3%
COc1ccc(N2C(=O)CS(=O)(=O)C23C(=O)N(Cc2ccccc2F)c2ccccc23)cc1Cl (stereo not drawn)	nt	0%	nt	nt	nt	2%	-3	nt	1%
COc1ccc(NC(=O)COC(=O)c2ccco2)c([N+](=O)[O-])c1	3%	-6%	15%	-3%	6%	15%	2	6	3%
C=CCSc1nnc(NC(=O)COc2ccc3ccccc3c2)s1	4%	6%	2%	-2%	-2%	24%	-2	-13	-7%
C#CC[N+](C)(C)CC#Cc1ccccc1	15%	4%	-5%	18%	-19%	?	-7	-66*	-2%
CCOC(=O)C1(C)CCCN1C(=O)c1cccc(OC)c1 (stereo not drawn)	nt	3%	17%	nt	23%	0%	3	3	-4%
COC(=O)c1ccc(CSc2nc(C)nc3sc(C)c(C)c23)o1	-7%	1%	?	?	4%	9%	20	38	3%
COc1ccccc1NC(=O)C1=C(C)Nc2nc(-c3ccc(N(C)C)cc3)nn2C1c1ccncc1 (stereo not drawn)	-1%	-17%	-12%	2%	-15%	-2%	2	-8	6%
New compounds follow.
SMILES	SW480 rereplic	KB-V1 cytotox	HT1080 IDH1KD tx	MCF10A rerep	HT1080-NT tox	KB-3-1 cytotox	D3 ag	IL1B secr inh	GLP1R cytotox
O=C(CSc1ccccc1)NC1=NCCS1	-3%	6%	1%	-2%	13%	16%	12	-6	0%
CCCCNc1nc2ccccc2nc1Cl	-8%	0%	-6%	24%	12%	17%	2	23	0%
CCCCn1c(N)c(N(CCOC)C(=O)C2CCN(S(=O)(=O)c3ccccc3)CC2)c(=O)[nH]c1=O	?	?	-2%	15%	-7%	7%	-5	9	6%
O=c1ccc(-c2ccccc2)n[nH]1	-4%	?	7%	0%	-5%	19%	1	16	2%
COc1ccc(Cn2c(C(=O)O)c(CNCc3ccco3)c3ccc(C)cc32)cc1	nt	5%	nt	nt	nt	?	4	nt	-26%
CN(C1CCS(=O)(=O)C1)S(=O)(=O)c1ccc2ccccc2c1 (stereo not drawn)	12%	-7%	2%	6%	-9%	-2%	-13	-3	3%
C/C=C/c1ccc(OCC(=O)OCC)c(OC)c1	-1%	1%	12%	1%	0%	-15%	5	-3	6%
CC(=O)Nc1ccc(NC(=O)C2CCCN(S(=O)(=O)c3ccc(-n4cnnn4)cc3)C2)cc1 (stereo not drawn)	-7%	22%	-10%	-4%	-27%	6%	1	31	49%[activator]

Ordered by length of the SMILES (largest number first): part of the list above
SMILES	SW480 rereplic	KB-V1 cytotox	HT1080 IDH1KD tx	MCF10A rerep	HT1080-NT tox	KB-3-1 cytotox	D3 ag	IL1B secr inh	GLP1R cytotox
O=C(NCc1ccccc1)c1onc(CSc2ccccc2)c1C(=O)NCc1ccccc1	-2%	-10%	5%	-6%	2%	0%	-6	-16	0%
CNC(=S)N1CCN(c2nc(-c3ccc(Cl)cc3)cs2)CC1	-4%	4%	-13%	4%	-12%	-18%	-20	-57*	-8%
O=C(CSc1ccccc1)NC1=NCCS1	-3%	6%	1%	-2%	13%	16%	12	-6	0%
